Screening data deposited in PubChem BioAssay by several laboratories.
OX1R antag: antagonists of human orexin 1 receptor (OX1R); AID 485270, 2010; 330,000 compounds, 1.8% hits; OX1R-expressing cells, FRET antagonist read-out; inhibition, % at 6.6 µM; Orexin/Hypocretin receptor type 1 (Homo sapiens), O43613; in the data active = inhibition mostly above about 38%, no sharp cut-off; inactive = mostly below about 40%;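 also: 0% = agonist challenge alone and 100% = reference antagonist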
Target sequence (O43613 whole entry, looked up): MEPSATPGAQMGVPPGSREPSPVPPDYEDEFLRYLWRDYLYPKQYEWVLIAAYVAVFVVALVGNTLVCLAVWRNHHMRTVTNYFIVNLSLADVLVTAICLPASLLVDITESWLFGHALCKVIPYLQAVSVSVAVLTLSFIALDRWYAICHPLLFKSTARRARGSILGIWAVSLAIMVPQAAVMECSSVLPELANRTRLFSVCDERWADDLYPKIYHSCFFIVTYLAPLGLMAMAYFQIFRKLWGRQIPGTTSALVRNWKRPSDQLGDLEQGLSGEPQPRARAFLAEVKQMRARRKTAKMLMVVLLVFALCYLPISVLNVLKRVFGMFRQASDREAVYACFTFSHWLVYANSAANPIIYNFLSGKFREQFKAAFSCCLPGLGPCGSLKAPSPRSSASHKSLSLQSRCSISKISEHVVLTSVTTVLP
STK33 inh: inhibitors of purified STK33 kinase, primary screen, biochemical, ADP-Glo luminescence, homogeneous, cell-free. Serine/threonine-protein kinase 33 (Homo sapiens), Q9BYT3. MBP phosphorylation. inhibition, % at 10 µM. 320,000 compounds, 0.073% hits. AID 2661, 2010;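 active = inhibition at or above 25%, using the most active replicate where run in duplicate; inactive = inhibition below 25%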
Target sequence (Q9BYT3 whole entry, looked up): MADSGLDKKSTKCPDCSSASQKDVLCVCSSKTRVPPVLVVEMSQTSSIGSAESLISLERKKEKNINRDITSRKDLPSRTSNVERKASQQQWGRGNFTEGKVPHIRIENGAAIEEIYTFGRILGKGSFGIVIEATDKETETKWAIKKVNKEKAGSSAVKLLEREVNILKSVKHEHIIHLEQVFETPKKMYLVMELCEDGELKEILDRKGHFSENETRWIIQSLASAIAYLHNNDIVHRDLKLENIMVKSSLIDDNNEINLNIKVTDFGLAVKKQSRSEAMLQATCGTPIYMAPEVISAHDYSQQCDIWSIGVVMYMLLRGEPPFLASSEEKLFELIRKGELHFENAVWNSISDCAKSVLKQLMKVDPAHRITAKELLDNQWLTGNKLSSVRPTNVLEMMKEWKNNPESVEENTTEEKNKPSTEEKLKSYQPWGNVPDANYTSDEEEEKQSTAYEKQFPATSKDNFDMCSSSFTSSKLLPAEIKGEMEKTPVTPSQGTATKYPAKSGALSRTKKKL
Starred values were filed as active, the others as inactive.

Screening C=C1CCC[C@]2(C)C[C@H]3OC(=O)C(CN4CCOCC4)[C@H]3C[C@@H]12 (stereo partly specified) returned OX1R antag 15 and STK33 inh 0.6.
`CCc1c(C)c2nncn2[nH]c1=O` gave OX1R antag 5 and STK33 inh 0.8.
COc1ccc(-c2cccc([C@H]3[C@@H]4C=CC[C@@H](C)[C@@H]4C(=O)N3Cc3ccccc3)c2)cc1 was read as OX1R antag 11.
COc1cccc(Nc2nc(-c3cccs3)nc3ccccc23)c1 was read as OX1R antag 20 and STK33 inh -1.7.
`C/C(=N\O)C1(C)N(O)C(C)(C)C(c2ccc(F)cc2)=[N+]1[O-]` (stereo unspecified) gave OX1R antag 6 and STK33 inh -0.3.
For Cc1cc(NC(=O)CSc2ccc3nnc(-c4cccc(F)c4)n3n2)no1 the results were OX1R antag 12 and STK33 inh 2.0.
Screening Cc1cc(C)n2nc(C(=O)OCCOc3ccc(Br)cc3)nc2n1 returned OX1R antag 15 and STK33 inh 0.4.
For N#CC1=C(N)OC2=C(CC/C2=C\c2ccccc2)C1c1ccccc1 (stereo unspecified) the results were OX1R antag 26 and STK33 inh -2.9.
CCOC(=O)c1cccc(NC(=O)/C=C/c2cccc([N+](=O)[O-])c2)c1 was read as OX1R antag 13 and STK33 inh -1.5.
Screening CC(C)(C)C(=O)Nc1cc(NC(=O)C(C)(C)C)cc(C(=O)Nc2c[nH]c(=O)[nH]c2=O)c1 returned OX1R antag 3 and STK33 inh -0.9.
COc1ccc2nc(NC(=O)CSc3nnc(C)n3N)sc2c1 was read as OX1R antag 14 and STK33 inh 0.8.
Screening CCc1ccc(S(=O)(=O)c2nnn3c2nc(NCCNC(C)=O)c2ccccc23)cc1 returned OX1R antag 22 and STK33 inh 0.1.

As a working copy, 11 of the compounds above.
Screening C=C1CCC[C@]2(C)C[C@H]3OC(=O)C(CN4CCOCC4)[C@H]3C[C@@H]12 (stereo partly specified) returned OX1R antag 15 and STK33 inh 0.6.
`CCc1c(C)c2nncn2[nH]c1=O` gave OX1R antag 5 and STK33 inh 0.8.
COc1ccc(-c2cccc([C@H]3[C@@H]4C=CC[C@@H](C)[C@@H]4C(=O)N3Cc3ccccc3)c2)cc1 was read as OX1R antag 11.
COc1cccc(Nc2nc(-c3cccs3)nc3ccccc23)c1 was read as OX1R antag 20 and STK33 inh -1.7.
`C/C(=N\O)C1(C)N(O)C(C)(C)C(c2ccc(F)cc2)=[N+]1[O-]` (stereo unspecified) gave OX1R antag 6 and STK33 inh -0.3.
For Cc1cc(NC(=O)CSc2ccc3nnc(-c4cccc(F)c4)n3n2)no1 the results were OX1R antag 12 and STK33 inh 2.0.
Screening Cc1cc(C)n2nc(C(=O)OCCOc3ccc(Br)cc3)nc2n1 returned OX1R antag 15 and STK33 inh 0.4.
For N#CC1=C(N)OC2=C(CC/C2=C\c2ccccc2)C1c1ccccc1 (stereo unspecified) the results were OX1R antag 26 and STK33 inh -2.9.
CCOC(=O)c1cccc(NC(=O)/C=C/c2cccc([N+](=O)[O-])c2)c1 was read as OX1R antag 13 and STK33 inh -1.5.
Screening CC(C)(C)C(=O)Nc1cc(NC(=O)C(C)(C)C)cc(C(=O)Nc2c[nH]c(=O)[nH]c2=O)c1 returned OX1R antag 3 and STK33 inh -0.9.
COc1ccc2nc(NC(=O)CSc3nnc(C)n3N)sc2c1 was read as OX1R antag 14 and STK33 inh 0.8.

Continued:
Screening c1cc(-c2cn(C[C@H]3CC[C@@H]([C@@H]4CC[C@H](Cn5cc(-c6ccsc6)nn5)O4)O3)nn2)cs1 returned OX1R antag 21 and STK33 inh 1.0.
Screening O=C(Nc1ccnn1C1CCN(Cc2cccc(OCCO)c2)CC1)C1CC1 returned OX1R antag 16 and STK33 inh -1.1.
Screening CC(=O)Oc1cc(C)cc2oc(=O)cc(-c3ccccc3)c12 returned OX1R antag 12 and STK33 inh -0.8.
`CCOc1ccc(NC(=O)CC2C(=O)N(c3ccc(OC)cc3)C(=O)N2Cc2ccc(OC)cc2)cc1` (stereo unspecified) gave OX1R antag 16 and STK33 inh 0.0.
For COc1ccc2c(c1OC)C(=O)N(C(C)C(=O)O)C2=O (stereo unspecified) the results were OX1R antag 29 and STK33 inh 0.3.
`CC1(C)CC(=O)C(C=Nc2ccccc2Sc2ccccc2)=C(O)C1` gave OX1R antag 8 and STK33 inh -0.2.
For CC(C)(C)NS(=O)(=O)c1ccc(CCC(=O)N2CCCC2)cc1 the results were OX1R antag 14 and STK33 inh 1.7.
Screening COc1ccc(CCN(C)C(=O)c2ccc(COc3ccccc3)o2)cc1OC returned OX1R antag 46 and STK33 inh 7.6.
Screening C(=N\N1CCOCC1)/c1cccs1 returned OX1R antag 13 and STK33 inh -0.1.
CCN(CC)C(=O)[C@H]1CC(CC(=O)NCC23CC4CC(CC(C4)C2)C3)C(=O)N2CCc3c([nH]c4ccc(OC)cc34)[C@]12C (stereo partly specified) was read as OX1R antag 8.
For CC(c1ccccc1)N1CCN(C(=O)CCl)CC1 (stereo unspecified) the results were OX1R antag 7 and STK33 inh -1.3.
`Cc1ccc2c(c1)c1nc3ccccc3nc1n2CCN1CCOCC1` gave OX1R antag 36 and STK33 inh 1.0.
COCCn1c(=NC(=O)/C=C/c2ccccc2)sc2cc(NC(C)=O)ccc21 was read as OX1R antag 5 and STK33 inh -0.4.
`Cc1ccc(-c2csc(N3CCC[C@@H]3C(=O)NCCn3c(C(F)(F)F)nc4ccccc43)n2)cc1` gave OX1R antag 38 and STK33 inh 0.0.
Cc1cccc(-c2noc(-c3ccccc3C(=O)NCC3CCCO3)n2)c1 (stereo unspecified) was read as OX1R antag 9 and STK33 inh 0.0.
For O=C(NC1CC2CCCC(C1)N2C(=O)NC1CCCCC1)c1ccccc1 (stereo unspecified) the results were OX1R antag 7 and STK33 inh -2.2.
For COc1cc(/C=N/Nc2ccc(Cl)c(C(=O)O)c2)ccc1OC(=O)c1ccccc1F the results were OX1R antag 3 and STK33 inh -0.6.
CC(=O)N(C)C1=C(O)c2ccccc2C(=O)C1=O was read as OX1R antag 83* and STK33 inh -0.2.
`O=C1c2ccccc2C(=O)N1CCCCCc1nc(-c2ccccc2)no1` gave OX1R antag 74* and STK33 inh -0.5.
Screening CC(=O)OCC1=C(C(=O)O)N2C(=O)C(NC(=O)c3ccc(COc4ccc(Cl)cc4)o3)C2SC1 (stereo unspecified) returned OX1R antag 7 and STK33 inh -1.4.
`COC(=O)CNC(c1ccccc1)c1cc(C)ccc1NC(=O)CNC(=O)OCc1ccccc1` (stereo unspecified) gave OX1R antag 30 and STK33 inh 3.6.
For CC(=O)Nc1ccc(S(=O)(=O)N(C)CC(=O)OCC(=O)N(CC(C)C)C2CCS(=O)(=O)C2)cc1 (stereo unspecified) the results were OX1R antag 0 and STK33 inh -1.8.
For Cc1nnc(C)n1/N=C/c1cccn1C the results were OX1R antag 7 and STK33 inh -0.2.
C=C(C)CCOC(=O)C(CC(=O)O)NCc1ccco1 (stereo unspecified) was read as OX1R antag 5 and STK33 inh -0.6.
For CCCNC(=O)Cn1cnc2sc(C(=O)NCCN(CC)CC)c(C)c2c1=O the results were OX1R antag 1 and STK33 inh 0.1.
COc1ccc2c(c1)C(=O)CC(O)(C(F)F)O2 (stereo unspecified) was read as OX1R antag 2 and STK33 inh -0.3.
For Cc1cc(-c2ccccc2)c2nncn2n1 the results were OX1R antag 57 and STK33 inh 0.2.
CCOc1nc2c(c(-c3cccs3)c1C#N)Cc1ccccc1-2 was read as OX1R antag 7 and STK33 inh 0.2.
Screening COc1ccc2[nH]c(O)c(N=NC(=O)Cc3cccs3)c2c1 returned OX1R antag 45 and STK33 inh 0.1.
CN(C(=O)c1cc2n(n1)C(C(F)(F)F)CC(c1ccco1)N2)c1ccccc1 (stereo unspecified) was read as OX1R antag 8 and STK33 inh 1.3.
For CCCOc1ccc(CN(C)c2ncnc(N)n2)cc1 the results were OX1R antag 43 and STK33 inh -0.6.
Cn1c(SCC(=O)NC2CCCCC2)nnc1-c1ccccc1F was read as OX1R antag 5 and STK33 inh 0.0.
O=C(c1ccc(Cl)c(Cl)c1)c1cnc(Nc2ccccc2)s1 was read as OX1R antag 7 and STK33 inh 1.6.
`COc1ccccc1C(=O)n1nc(C)cc1C` gave OX1R antag 24 and STK33 inh -2.3.
Screening Cc1ccc(C)c(NC(=O)CCc2ccc(C)o2)c1 returned OX1R antag -1 and STK33 inh -1.9.
Screening COC(=O)C1=C(C)OC(N)=C(C#N)C1c1ccsc1 (stereo unspecified) returned OX1R antag 22 and STK33 inh 0.8.
COc1ccc(N2CCN(C(=O)c3ccc(NC(=O)C4=CSCCO4)cc3)CC2)cc1 was read as OX1R antag 5 and STK33 inh -1.2.
Screening Cc1ccc(C(=O)O)cc1NC(=S)NCCc1ccccc1 returned OX1R antag 8 and STK33 inh -2.5.
O=C(Nc1ccc(S(=O)(=O)N2CCCCC2)cc1)c1ccc(Cl)nc1 was read as OX1R antag -1 and STK33 inh -2.3.
CC(C)(C)NC(=O)Cn1cc(C#N)c2cc(Br)ccc21 was read as OX1R antag 4 and STK33 inh -1.7.
`O=C(NCCc1ccccc1F)c1cccc2cccnc12` gave OX1R antag 24 and STK33 inh 0.7.
Screening O=C(NCC(O)COc1ccc([N+](=O)[O-])cc1)Nc1ccccc1 (stereo unspecified) returned OX1R antag 13 and STK33 inh 1.2.
Screening Cc1ccc2nc(NC(=O)COC(=O)c3ccco3)sc2c1 returned OX1R antag 9 and STK33 inh -0.6.
For O=C(CN1C(=O)NC2(CCCC2)C1=O)N1CCN(C(=O)c2ccco2)CC1 the results were OX1R antag 2 and STK33 inh -1.1.
For Cc1onc(-c2c(F)cccc2Cl)c1C(=O)OCC(=O)NC(N)=O the results were OX1R antag 17 and STK33 inh -0.5.
For COc1ccc(NC(=O)CC(Cc2ccc(Cl)cc2)C(=O)O)cc1 (stereo unspecified) the results were OX1R antag -6 and STK33 inh 0.0.
`O=C(CCNS(=O)(=O)c1ccc(Cl)cc1)NCc1cccnc1` gave OX1R antag 6 and STK33 inh -0.8.
For COc1cc(C(=O)Nc2cc(C)ccn2)ccc1OCC(=O)N1CCOCC1 the results were OX1R antag 0 and STK33 inh -1.2.
`CCOC(=O)c1ccc(NC(=O)COc2ccc(S(=O)(=O)NC(C)C)cc2)cc1` gave OX1R antag -1 and STK33 inh 0.1.
COc1cc(OC)cc(C(=O)NCC(=O)OCC(=O)c2cc(C)n(Cc3ccco3)c2C)c1 was read as OX1R antag 46 and STK33 inh 1.1.
`COc1ccc(S(=O)(=O)N2CCC(C(=O)Nc3ccccc3C)CC2)c2cccnc12` gave OX1R antag 9 and STK33 inh 0.5.
For O=C(NC1CCN(Cc2ccccc2)CC1)c1ccc(N2CC3CC(C2)c2cccc(=O)n2C3)c([N+](=O)[O-])c1 (stereo unspecified) the results were OX1R antag 37 and STK33 inh -0.9.
`CN1CCN(S(=O)(=O)c2cccc(C(=O)NC3CCCc4ccccc43)c2)CC1` (stereo unspecified) gave OX1R antag 10 and STK33 inh 0.1.
Screening COc1ccccc1NCCC#N returned OX1R antag 13 and STK33 inh 0.1.
Screening COCCNCCCOc1ccc(Cl)cc1Br returned OX1R antag 3 and STK33 inh 1.0.
Cc1cccc(NS(=O)(=O)c2ccc(C(=O)N3CCCC3)cc2)c1C was read as OX1R antag 11 and STK33 inh -0.5.
For O=C(N/N=C(\c1ccccc1)c1cccnc1)c1cc(O)ccc1O the results were OX1R antag 23 and STK33 inh -1.1.
`Cc1cc(C)cc(NC(=O)CSc2nc3ccncc3[nH]2)c1` gave OX1R antag 2 and STK33 inh 1.7.
`C[C@H](NC(=O)Cc1cccc2ccccc12)C(=O)N1CCCN(C)CC1` gave OX1R antag -1 and STK33 inh -0.4.
O=[N+]([O-])c1cc(Cl)ccc1N1CCOCC1 was read as OX1R antag 27 and STK33 inh -1.3.
Screening O=C(CSc1ncn[nH]1)N/N=C/c1ccc(Br)cc1 returned OX1R antag 11 and STK33 inh -0.2.
For Cc1ccccc1-n1nc2c(c1NC(=O)CCCl)CSC2 the results were OX1R antag 8 and STK33 inh -0.3.
For CCOC(=O)N1CCN(C(=O)C2CCN(S(C)(=O)=O)CC2)CC1 the results were OX1R antag 10 and STK33 inh -0.5.
Screening COc1cc(NC(=O)CN2CCC(Cc3ccccc3)CC2)c(C)cc1[N+](=O)[O-] returned OX1R antag 12 and STK33 inh 0.7.
`CCCCCn1c(N)c(C#N)c2nc3ccccc3nc21` gave OX1R antag 11 and STK33 inh -1.6.
`O=S(=O)(c1ccc(NCCc2c[nH]c3ccccc23)nc1)N1CCOCC1` gave OX1R antag 4 and STK33 inh -2.4.
Screening Cc1nn(Cc2ccccc2)c(C)c1C(=O)OCC(=O)c1cc(C)n(CC(F)(F)F)c1C returned OX1R antag 32 and STK33 inh 1.2.
Screening CN(C(=O)c1ccc(Br)o1)C1CCCCC1 returned OX1R antag 32 and STK33 inh -2.1.
For c1ccc(CCn2nnc3ccccc32)cc1 the results were OX1R antag 1 and STK33 inh 0.1.
CCCc1nnc(NC(=O)c2nc(S(=O)(=O)Cc3ccc(C)cc3)ncc2Cl)s1 was read as OX1R antag 21 and STK33 inh -0.4.
Screening Clc1ccc(-c2cc(-c3nnc4n3CCCCC4)c3ccccc3n2)cc1 returned OX1R antag 5 and STK33 inh 1.1.
Screening Cc1cc(C(=O)COC(=O)c2nccnc2N)c(C)n1C returned OX1R antag 70 and STK33 inh -1.5.
CC(C)Sc1nc2c(c(=O)[nH]c(=O)n2C)n1C was read as OX1R antag 7 and STK33 inh -1.5.
Cc1cccc(C(=O)O/N=C2\CCCc3ccccc32)c1 was read as OX1R antag 9 and STK33 inh -1.3.
For COc1ccc(C(C)(C)NC(=O)C2CCC(=O)N(C3CC3)C2)cc1OC (stereo unspecified) the results were OX1R antag 25 and STK33 inh 0.0.

Quoted at random: two entries already listed
`CCCCCn1c(N)c(C#N)c2nc3ccccc3nc21` gave OX1R antag 11 and STK33 inh -1.6.
For COc1ccc(C(C)(C)NC(=O)C2CCC(=O)N(C3CC3)C2)cc1OC (stereo unspecified) the results were OX1R antag 25 and STK33 inh 0.0.
